# Kir21 block – Kir2.1 (mouse) channel inhibition. P35561. HEK293-Kir2.1, FluxOR thallium flux fluorescence; hits give low values. B-score at 10 µM. hit rate 0.85% among 310,000. AID 1672;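 active = fluorescence ratio B-score at or below minus 3 SD of library scores, with starting-brightness B-score within 2 SD, cut at about -4.2 in these data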;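 also: channel flux triggered by added potassium and thallium sulfate stimulus; B-score of peak minus minimum fluorescence over baseline after thallium stimulus; more negative B-score means stronger Kir2.1 block with less thallium influx; some compounds called inactive have numbers as strong as hits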
# Target sequence (P35561 whole entry, looked up): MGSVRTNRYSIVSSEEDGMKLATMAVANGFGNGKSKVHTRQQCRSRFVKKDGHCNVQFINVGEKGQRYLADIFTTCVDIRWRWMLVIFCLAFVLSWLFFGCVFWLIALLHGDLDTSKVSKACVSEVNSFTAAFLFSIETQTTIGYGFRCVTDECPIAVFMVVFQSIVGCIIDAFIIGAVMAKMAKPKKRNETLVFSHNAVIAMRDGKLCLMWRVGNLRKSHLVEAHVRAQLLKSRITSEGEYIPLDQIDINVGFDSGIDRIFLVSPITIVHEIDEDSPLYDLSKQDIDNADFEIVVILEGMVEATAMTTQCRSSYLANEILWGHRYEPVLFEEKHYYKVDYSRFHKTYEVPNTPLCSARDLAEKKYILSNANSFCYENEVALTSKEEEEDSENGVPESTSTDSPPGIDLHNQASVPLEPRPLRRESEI
# KCNQ2 inh – KCNQ2 potassium channel inhibitors, primary screen, cell-based, CHO-K1, FluxOR thallium flux, B-score (AID 2156) | O88943 | 20 min; hits give low values | B-score at 10 µM | hit rate 1.1% among 310,000;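 active = fluorescence ratio B-score at most minus 3 library SDs, with starting brightness B-score within 2 library SDs, cut at about -5.5 in these data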
# Starred values were filed as active, the others as inactive; i = inactive. An unsorted share of the library; overall some 1.8% were active at least once.
compound | Kir21 block | KCNQ2 inh
Cc1cc(C)cc(NC(=O)CN2CCCN(S(=O)(=O)c3ccc(Br)s3)CC2)c1 | -0.69 | i
Cc1cc(C)cc(NC(=O)CCC(=O)N2CCSc3ccccc32)c1 | -0.08 | i
O=C(COC(=O)CNC(=O)c1ccc(Cl)cc1)Nc1ccc(Cl)cc1C(F)(F)F | -0.79 | i
Cc1ccsc1C(=O)NCCc1c[nH]c2ccccc12 | 0.93 | i
NC(=O)c1ccccc1N/C=C/C(=O)c1ccc(Cl)cc1 | 1.46 | i
CN1C(=O)/C(=C\c2ccccc2F)Sc2ccc(C(=O)NC3CCN(Cc4ccccc4)CC3)cc21 | 0.11 | i
CC(/C=N/n1c(-c2ccncc2)n[nH]c1=S)=C\c1ccco1 | -0.35 | i
O=C(CSc1n[nH]c(Cc2ccccc2)n1)Nc1ccccc1Br | -2.72 | i
O=C(c1ccc(S(=O)(=O)N2CCCC2)cc1)N1CCN(c2ccccc2)CC1 | 1.07 | i
CCOC(=O)N1CCN(C(=O)CCS(=O)(=O)c2cc3c(cc2Cl)NC(=O)CO3)CC1 | -0.02 | i
CCCNS(=O)(=O)c1ccc(CCC(=O)NCc2cccnc2)cc1 | 0.3 | i
COc1ccc(C(=O)CN2Cc3ccccc3C2=N)cc1 | -10.7* | i
CCn1c(C(=O)O)c(S(=O)(=O)c2ccc(Cl)cc2)c2ccccc21 | 1.42 | i
Cc1cc(C)n(Cc2ccc(C(=O)Nc3ccc(Br)cc3C)o2)n1 | -1.62 | i
CCOC(=O)N1CCN(C(=O)CCCn2c(=S)[nH]c3ccsc3c2=O)CC1 | -0.46 | i
CNC(=O)c1sccc1S(=O)(=O)Cc1c(Cl)cccc1Cl | 0.1 | i
Cc1ccc(-c2csc(Nc3ccc(C(=O)O)cc3)[n+]2Cc2ccccc2)cc1 | -0.58 | i
CC(C)(C)C(=O)O/N=C(\N)c1ccc(Br)cc1 | 0.14 | i
COc1cccc(C2CCCCN2Cc2nc(-c3ccc(C)o3)oc2C)c1 (stereo unspecified) | -0.03 | i
N#CC(C#N)=Cc1cccn1-c1ccc(C(=O)O)cc1 | -0.07 | i
CC1CCCCC12NC(=O)N(Cc1cc(=O)n3ccsc3n1)C2=O (stereo unspecified) | -1.39 | i
COC(=O)CC/C(O)=C1\C(=O)CC(C)(C)CC1=NCCc1nc2ccccc2[nH]1 | 0.44 | i
COc1ccc(S(=O)(=O)NC(CC(=O)NCCc2ccccc2)c2ccco2)cc1 (stereo unspecified) | -0.03 | i
CCOC(=O)c1nc(N)c(=O)n(-c2ccccc2)n1 | -0.25 | i
O=C(NCc1n[nH]c(=S)n1-c1ccc(F)cc1)c1ccc(S(=O)(=O)N2CCCCC2)cc1 | -1.11 | i
O=C(O)CCCCCN1C(=O)C(O)=C(C(=O)/C=C/c2ccccc2)C1c1ccc2c(c1)OCO2 (stereo unspecified) | -1.6 | i
O=C(COC(=O)[C@H](Cc1ccccc1)NC(=O)c1cccs1)NC1CC1 | -0.15 | i
COc1ccc(OC)c(CNC(=O)Cc2c(C(=O)O)[nH]c3ccc(Cl)cc23)c1 | 2 | i
O=C(CN1C(=O)c2ccccc2C1=O)Nc1ccccc1 | 0.29 | i
NC(=O)COC(=O)c1c2c(nc3ccccc13)CCCCC2 | 1.58 | i
C/C(=N\NC(=O)CN(c1ccccc1Br)S(C)(=O)=O)c1cccs1 | 0.22 | i
COc1cc(/C=N/Nc2nc3ccccc3s2)ccc1O | 0.28 | i
CCOC(=O)c1sc(C)c(C(=O)NCC(C)(C)CN(C)C)c1N | -0.57 | i
CCOc1ccc(C2CC(c3cccc(OC)c3OC)n3nnnc3N2)cc1Cl (stereo unspecified) | 0.67 | i
CC1=C(C(=O)Nc2ccc(C)cc2C)C(c2cccc([N+](=O)[O-])c2)n2nc(C(=O)OC(C)C)nc2N1 (stereo unspecified) | 0.73 | i
Cc1ccc(NC(=O)CCC(=O)NNC(=O)C(C)(C)C)c(C)c1 | 0.08 | i
O=C1CCC(c2ccc3c(c2)CCC3)=NN1 | 0.53 | i
O=C(C1CCCO1)N(c1cccc(Cl)c1)C1C=CS(=O)(=O)C1 (stereo unspecified) | -1.06 | i
CCCCN(Cc1ccccc1)S(=O)(=O)c1ccc2[nH]c(=O)oc2c1 | -2.75 | i
CCOC(=O)c1c(C)nc2sc3c(=O)n(-c4ccc(C(C)=O)cc4)nnc3c2c1-c1ccc(Cl)cc1 | 1.82 | i
CCNc1ccc(C(=O)NN=C2CCCC2)cc1[N+](=O)[O-] | -1.01 | i
CCCCCCc1nc(C(N)=O)c2[nH]c(=O)n(-c3ccc(OCC)cc3)c2n1 | 0.92 | i
COc1ccccc1NC(=O)C1CC(=O)N(c2ccc(F)cc2)C1 (stereo unspecified) | 0.04 | i
COc1ccc(C(=O)OCC(=O)NC(=O)NC(C)C)cc1OC | 1.36 | i
O=C(c1ccc(-c2ccccc2)cc1)N1CCN(c2ccccn2)CC1 | 1.45 | i
Cc1[nH]n(-c2cccc([N+](=O)[O-])c2)c(=O)c1-c1ccccc1 | -2.14 | i
C=CCn1c(SCc2ccc([N+](=O)[O-])cc2)nnc1C(C)NC(=O)c1ccccc1 (stereo unspecified) | -0.3 | i
Cc1ccc(NC(=S)NC2CCSc3ccccc32)cc1C (stereo unspecified) | 0.68 | i
CCC(=O)Nc1nnc(-c2cccs2)s1 | 0.08 | i
O=C(O)CC1(CC(=O)N2CCOCC2)CCCC1 | -0.98 | i
Nc1cccn2c(-c3ccc(Cl)c(Cl)c3)cnc12 | -0.82 | i
Cc1ccc(C(=O)O/N=C/C2=C(Cl)c3ccccc3CC2)cc1 | 0.07 | i
CC(=O)N1CCN(C(=O)c2ccc(Cl)c(NC(=O)c3cccs3)c2)CC1 | 0.02 | i
COc1ccc(/C=N/NC(=O)Nc2nonc2N)cc1 | -2.17 | i
COc1ccc(C2c3ccsc3CCN2C(=O)C(C)(C)C)cc1 (stereo unspecified) | 0.18 | i
C=CCN1CCN(c2ccncc2S(=O)(=O)N2CCOCC2)CC1 | 1.72 | i
Cc1cc(S(=O)(=O)Nc2ccc(C(=O)NCC3(N(C)C)CCCCC3)cc2)ccc1F | -1.97 | i
C=CCc1ccc2oc(C(=O)OCC)cc(=O)c2c1O | 3.11 | i
CCn1nc(C)cc1C(=O)N1CCCC(N2CCN(Cc3ccc4c(c3)OCO4)CC2)C1 (stereo unspecified) | 0.01 | i
CN(C(=O)COC(=O)c1ccccc1NCCO)C1CCS(=O)(=O)C1 (stereo unspecified) | 1.63 | i

# The results go on:
compound | Kir21 block | KCNQ2 inh
Cc1cc(N2CCN(c3cccc(C(F)(F)F)c3)CC2)n2nc(C)nc2n1 | 0.01 | i
COC(=O)[C@@H]1CCCN1C(=O)c1ccc(OC2CCN(Cc3ccccn3)CC2)cc1 | 0.44 | i
CCOc1cccc(OCCOCCOc2ccccc2C(C)=O)c1 | -1.01 | i
CC(C)(C)NC(=O)C(c1ccccn1)N(C(=O)c1ccc2c(c1)OCCO2)C1CCCC1 (stereo unspecified) | -0.28 | i
Cc1nc(-c2noc(-c3cccc(Cl)c3)n2)c(C(F)(F)F)o1 | 1.13 | i
O=C(NCCCn1ccnc1)C(=O)NCC1OCCN1S(=O)(=O)c1ccccc1 (stereo unspecified) | -0.05 | i
Cc1ccccc1CC1(CO)CCCN(Cc2ccc(C#CC(C)(C)O)cc2)C1 (stereo unspecified) | -1.36 | i
O=C(Nc1nc2ccccc2s1)C1=NN(c2ccccc2)C(=O)CC1 | -0.87 | i
CC(C)(C)C(=O)/C(=C/c1ccc(Cl)cc1)n1cncn1 | -1.07 | i
COc1cc(Br)c(Br)cc1N | 0.68 | i
CC(=O)Nc1ccc2cc3ccc(NC(C)=O)cc3nc2c1 | -2.51 | i
Cc1ccc(N2CC(C(=O)NCCCn3ccnc3)CC2=O)cc1 (stereo unspecified) | 0.28 | i
COc1cccc(C(c2c(O)nc(SC)n(C)c2=O)c2c(O)nc(SC)n(C)c2=O)c1 | 1.52 | i
CC(C)(C)c1ccc(-c2csc(NNC3=NCCCCC3)n2)cc1 | -0.13 | i
CCN(CC)C(=O)c1ccc(-c2ccccc2)cc1 | 1.29 | i
COc1ccc(N2CC(C)Cn3c2nc2c3c(=O)n(CCN3CCOCC3)c(=O)n2C)cc1 (stereo unspecified) | 0.74 | i
O=C(NC1=NCCS1)C1CC(=O)N(c2ccc(Cl)cc2)C1 (stereo unspecified) | 0.37 | i
COc1ccc(-c2noc(CCCOc3ccccc3)n2)cc1OC | -0.03 | i
Cc1ccccc1C(=O)Nc1ccc(-c2nnc(SC(C)C(=O)O)n2C)cc1 (stereo unspecified) | 0 | i
CCOc1ccc(Nc2ncnc(N)n2)cc1 | -0.58 | i
CC1CCN(C(c2ccc(N(C)C)cc2)c2nnnn2Cc2ccccc2)CC1 (stereo unspecified) | -0.61 | i
C[C@H]1C=C(C(=O)O)O[C@@H](OCc2ccc(CO)cc2)C1 | 1.43 | i
CC(C)(C)NC(NC(=O)Cc1ccccc1)C(Cl)(Cl)Cl (stereo unspecified) | 0.49 | i
O=C(Nc1cccc(-c2cn3ccccc3n2)c1)c1cccs1 | 0.74 | i
CCOC(=O)c1c(-c2cccc([N+](=O)[O-])c2)csc1NC(=O)C1CC1 | -0.76 | i
CCCCN(C(=O)c1ccc(Cl)c(S(=O)(=O)N2CCOCC2)c1)c1c(N)n(CCC)c(=O)[nH]c1=O | 0.12 | i
Cc1ccc(NC(=O)C2CCCN2C(=O)Oc2ccccc2)cc1 (stereo unspecified) | -0.65 | i
CCCn1c(N2CCN(Cc3ccc(Cl)cc3)CC2)nc2ccccc21 | -1.71 | i
CCCC(CCC(=O)Nc1ccc(C(=O)OCC)cc1)C(=O)O (stereo unspecified) | 1.45 | i
COc1cc(Oc2ccccc2)nc(N)n1 | 1 | i
O=S(=O)(Nc1ccc(Cl)cn1)c1ccc2c(c1)OCCO2 | 0.89 | i
COc1ccc(CCCc2n[nH]c(=S)o2)cc1C | 0.2 | i
Cc1cc(N/N=C/c2ccccc2[N+](=O)[O-])nc(-n2nc(C)cc2C)n1 | 0 | i
Cn1cc(Br)c(C(=O)Nc2sc3c(c2C#N)CCC3)n1 | -0.06 | i
CCCc1[nH]n(-c2ccc([N+](=O)[O-])cc2)c(=O)c1C(C)=NCc1ccncc1 | -0.06 | i
O=C(NC1=C(Nc2ccc(Cl)cc2)C(=O)c2ccccc2C1=O)c1ccccc1 | 0.2 | i
CC1CCN(CC(C)OC(=O)c2ccc3c(c2)OCCO3)CC1 (stereo unspecified) | -1.61 | i
OCCSc1nc(-c2ccccc2)nc2ccc(F)cc12 | -0.05 | i
Cc1nn(C)cc1-c1cc(C(=O)O)c2ccccc2n1 | -0.32 | i
CCc1nnc(NC(=O)CSc2nnc(CNc3ccc(C)cc3)n2C)s1 | 0.17 | i
COc1ccc(OC)c(NC(=O)Cc2coc3ccc(C)cc23)c1 | 0.21 | i
CCOc1cccc2sc(N(CCN(CC)CC)C(=O)c3cccc([N+](=O)[O-])c3)nc12 | -0.08 | i
COc1ccccc1/C=N/Nc1nc(C)c(C(C)=O)s1 | -0.25 | i
COC(=O)c1scc(C)c1N/N=C(\C)c1ccc(F)cc1 | 0.81 | i
CCOC(=O)c1ccc(Oc2nc(OC)cc(OC)n2)cc1 | -2.68 | i
CCCOc1ccc(C(=O)NCCO)cc1 | 0.14 | i
Cc1ccc(-n2c(=O)cc(N3CCCCCC3)[nH]c2=O)cc1 | 0.76 | i
CCc1ccccc1NC(=O)c1sc2nc(C)cc(C)c2c1N | 0.89 | i
Cc1ccc(C(=O)N2CCN(c3ccccc3O)CC2)cc1S(=O)(=O)N1CCCCC1 | 0.7 | i
COc1ccc2c(c1)nc(SCC(=O)c1ccc(Br)s1)n2C | -1.01 | i
O=C(O)c1ccccc1C(=O)Nc1ccc(S(=O)(=O)Nc2ccc(F)cc2)cc1 | 1.92 | i
Cc1cc(C(=O)N/N=C/C=C/c2ccccc2)n[nH]1 | -1.21 | i
CC12CC(NC(=O)N1c1cccc(C(=O)Nc3ncn[nH]3)c1)c1ccccc1O2 (stereo unspecified) | -0.38 | i
CCOC(=O)c1oc2ccccc2c1NC(=O)COc1cccc(OC)c1 | 0.56 | i
CCC(=O)NC(=S)Nc1ccc(NC(=S)NC(=O)c2ccccc2)cc1 | 0.23 | i
COc1ccc(NC(=O)c2nn(C)c(=O)c3ccccc23)cc1S(=O)(=O)Nc1ccccc1Cl | -0.46 | i
O=C(NCCSc1ccc(Br)cc1)c1ccccc1 | 0.79 | i
CC1(C)C2CCC1(C)C(OC(=O)c1ccc(O)cc1)C2 (stereo unspecified) | 0.73 | i
CC1CCN(S(=O)(=O)c2nnc(NC(=O)c3cccc(Cl)c3)s2)CC1 | -1.45 | i
Cc1ccc(-c2ccc(/C=N/N3C(=O)C4C5C=CC(C6CC56)C4C3=O)o2)c([N+](=O)[O-])c1 (stereo unspecified) | 0.96 | i
COc1ccc(C)c2sc(N3CCCC3)nc12 | 1.38 | i
